HEK293 NOD2/NF-kB: inhibition of NOD2-driven NF-kB reporter – cell-based, luminescence, uHTS, HEK293 (AID 1566); HEK293 NOD2/NF-kB luciferase reporter, luminescence; higher % means a stronger effect; 290,000 compounds, 0.63% hits; inhibition, % at 4 µM; hits with a dose series show EC50 in µM; note: many of its hits are not listed in these tables
Myeloid diff MLP: promotes myeloid progenitor differentiation. ER-HoxA9 myeloid progenitors, lysozyme-GFP differentiation, flow cytometry. calls only at 10 µM. 360,000 compounds, 1% hits;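 active = normalized GFP-positive differentiation at or above the plate's own cutoff, the solvent-only control mean plus 3 SD; inconclusive = no clear call, values can overlap the other calls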;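 note: cells exposed to compound for four days before flow analysis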
AID2073: disruptors of CaV2.2 binding to Mint1 – biochemical, HTRF (AID 2073) | HTRF protein-protein interaction, Mint1-CaV2.2; higher % means a stronger effect | inhibition, % at 20 µM; hits with a dose series show IC50 in µM | 290,000 compounds, 0.19% hits; in the data active = inhibition mostly above about 51%, no sharp cut-off; inconclusive = no clear call, values can overlap the other calls; inactive = mostly below about 53%; note: some results filed as inactive read as strong as hits
HIV fusion peptide: cell-free HIV fusion peptide-binding blockers – biochemical, uHTS, fluorescence dequenching, primary screen (AID 1986); cell-free peptide binding, fluorescence dequenching, 30 min; higher % means a stronger effect; inhibition, % at 20 µM, or IC50 in µM where a hit was titrated; 290,000 compounds, 0.3% hits; in the data active = inhibition mostly above about 52%, no sharp cut-off; inactive = mostly below about 76%; note: some results filed as inactive read as strong as hits
Hep lipid drop: modulators of hepatic lipid droplet formation. AML12 mouse hepatocytes, oleate lipid droplets, BODIPY imaging. inhibition, % at 6.5 µM. 240,000 compounds, 0.4% hits. AID 1656;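 active = lipid droplet intensity inhibited by at least 50%, with more than 500 cells counted; inconclusive = wells with under 300 cells, treated as cytotoxic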
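Test system: AML12 mouse liver cells; schedule: overnight exposure; technique: high-content imaging of BODIPY-stained droplets and DAPI nuclei; read-out: % inhibition of corrected integrated BODIPY droplet signal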
NS5 inhibitors: flavivirus cap methylation enzyme inhibition – biochemical, confirmation dose response, primary screen (AID 588689). one-dose inhibition, % at 25 µM; IC50 in µM for titrated hits. Dengue-2 NS5 methyltransferase capping enzyme assay, biochemical; higher % means a stronger effect. 340,000 compounds, 0.3% hits; in the data active = a potency from the dose series; inconclusive = inhibition above about 29% without an active follow-up result
LYP phosphatase: inhibitors of LYP phosphatase, biochemical, fluorescence intensity, uHTS (AID 1779); inhibition, % at 11.5 µM, or IC50 in µM where a hit was titrated; recombinant LYP phosphatase, fluorescence intensity; higher % means a stronger effect; 290,000 compounds, 0.054% hits;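 note: plate controls were vehicle with enzyme for no effect and no enzyme for full effect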
Siah-1 displacement: Siah-1 peptide-binding antagonists, primary screen, biochemical, fluorescence polarization, rhodamine-plectin, uHTS (AID 1817); displacement, % at 20 µM; hits with a dose series show IC50 in µM; Siah-1 / rhodamine-plectin peptide fluorescence polarization; higher % means a stronger effect; 290,000 compounds, 0.02% hits;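 active = displacement of at least 50% at 20 µM, with a fluorescence ratio check between 0.3 and a set limit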;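 note: plate controls were Siah plus tracer with DMSO for no effect and tracer alone without Siah for full effect; strong numbers were not always called active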
XIAP antagonists: small molecules displacing peptide from XIAP – biochemical, IAP family, fluorescence polarization (AID 1018); XIAP BIR domain, fluorescence polarization peptide displacement; higher % means a stronger effect; displacement, % at 20 µM; hits with a dose series show IC50 in µM; 200,000 compounds, 0.007% hits; in the data active = displacement above about 50%; note: a part of the inactive calls stands beside numbers as strong as those of hits
Hep lipid drop cells 6.5 µM: recorded beside Hep lipid drop, whose call it bears; cell count; measured here: cell count, cytotoxicity flag;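 cells counted across two imaged fields per well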
NS5 inhibitors pilot replicate: further read-out of NS5 inhibitors, marked with its call; inhibition, %; measured here: pilot screen replicate inhibition
Myeloid diff MLP GFP+ MAC1+ %: further read-out of Myeloid diff MLP, marked with its call; GFP+ MAC1+ double positive, %; measured here: differentiation confirmed by MAC1 staining
* hit, by the source's call; i = inactive; u = inconclusive; x = no result given; + = active, no number. Cut-off read from the data, not from the text of the source, unless noted: active = inhibition above about 50%; inactive = the rest. The list is partial (hit frequency here may not be typical).

SMILES	HEK293 NOD2/NF-kB	Myeloid diff MLP	Myeloid diff MLP GFP+ MAC1+ %	AID2073	HIV fusion peptide	Hep lipid drop	Hep lipid drop cells 6.5 µM	NS5 inhibitors	LYP phosphatase	Siah-1 displacement	XIAP antagonists	others
COc1cc([N+](=O)[O-])ccc1NC(=O)COC(=O)C=C(C)C	12%	i	0.5	-2%	-1.3%	7	678	-5%	-1%	13%	-7.2%
O=C(CCSCc1cccc(F)c1)NCc1ccc(F)cc1	-7%	i	0.7	2%	0.4%	11	734	-2%	-5%	0%	x
Cc1ccc(NC(=O)Cn2ncc3c([nH]c4ccccc43)c2=O)cc1Cl	4%	i	3.6	33%	0.1%	5	698	-4%	-18%	-6%	x
Cc1cc(C)n(C(=O)CCN2C(=O)c3ccccc3C2=O)n1	13%	i	0.5	3%	-3.1%	x	x	-3%	-2%	-4%	-3.6%
COC(=O)c1[nH]c2cc(OC)ccc2c1NC(=O)c1c(F)cccc1F	11%	i	0.6	0%	-1.8%	30	677	-12%	0%	-2%	x
COc1ccc(NC(=O)C(=O)N/N=C\c2ccc(CNC(=O)C(=O)Nc3ccc(C)c(C)c3)o2)c(OC)c1	-63%	x	x	32%	-1.7%	5	854	x	-14%	2%	x
CCOC(CCn1c(SCc2cccc([N+](=O)[O-])c2)nc2ccccc2c1=O)OCC	1%	+	0.7*	2%	0.6%	-15	489	3%	-4%	9%	-1.6%
CCOc1cc(CNn2c(C)nnc2SCC(=O)NC(C)(C)C)ccc1OCC(=O)NC(C)(C)C	1%	i	1.0	-14%	-0.2%	-1	729	-6%	-5%	3%	-6.5%
COc1ccc(C(=O)CSc2nc(C)cc(=O)[nH]2)cc1C	3%	i	0.2	8%	-0.2%	x	x	0%	-4%	5%	x
Cc1cc(C)nc(Nc2ncn[nH]2)n1	-14%	x	x	-3%	-1.3%	14	617	x	2%	-5%	-2.2%
Cc1ccc(CN2C(=O)CSC2c2cccnc2)cc1 (configuration not stated)	17%	i	0.8	2%	1.3%	-2	700	2%	-9%	3%	x
CCOC(=O)/C=C(\C)N1N=C(c2ccccc2)CC1c1ccccc1 (configuration not stated)	-43%	i	0.9	14%	-1.2%	5	726	-10%	-4%	-6%	-15%
O=C1ON=C(c2ccccc2)/C1=C/c1ccccc1	6%	i	0.5	8%	3.8%	3	829	27%	-7%	13%	x	NS5 inhibitors pilot replicate=8.2
CCOc1ccc(NC(=O)[C@H](C)NC(=O)C2CC(=O)N(c3ccc(OC)cc3)C2)cc1 (some centres not stated)	17%	u	x	13%	2.0%	2	716	6%	-11%	-4%	x
CCNC(=O)C(=O)NCC(c1cccs1)S(=O)(=O)c1ccc(C)cc1 (configuration not stated)	4%	i	4.0	3%	-0.7%	-2	722	-6%	-10%	-5%	x
Cc1ccc(S(=O)(=O)NNC(=O)c2cnn(-c3ccccc3)c2-n2cccc2)cc1	-5%	i	0.8	17%	-1.5%	x	x	-2%	0%	-2%	-3.0%
O=C(COC(=O)c1ccccn1)NC12CC3CC(CC(C3)C1)C2	8%	i	2.3	0%	-3.4%	5	800	3%	-2%	1%	-4.9%	NS5 inhibitors pilot replicate=1.2
C=CCc1c(C)nc(C)nc1N/N=C/c1ccc(F)cc1	4%	i	1.6	4%	7.4%	2	717	x	-1%	2%	4.9%
CC(=O)N1C(=O)/C(=C2\SC(=S)N(c3c(C)n(C)n(-c4ccccc4)c3=O)C2=O)c2ccccc21	15%	i	0.5	-21%	-1.4%	0	637	-8%	-5%	8%	-2.5%
O=C(NCc1ccccc1C(F)(F)F)C1CC(c2cc(C(F)(F)F)cc(C(F)(F)F)c2)=NO1 (configuration not stated)	-9%	i	1.7	14%	0.0%	-19	690	-5%	0%	-6%	x
Cc1cccc2cc(CNCc3ccccc3)c(Cl)nc12	18%	i	0.8	-10%	-0.3%	0	671	-8%	-11%	4%	-14%
COc1ccc(NC(=O)C2C3C=CC4(O3)C2C(=O)N(CCCN2CCCCC2)C4C(=O)NC2CCCC(C)C2C)cc1 (configuration not stated)	4%	u	x	10%	-1.6%	-18	806	-11%	-5%	-2%	x
COc1ccc(-c2cc(-c3n[nH]c(=S)n3-c3cc(OC)ccc3OC)[nH]n2)cc1	8%	i	0.7	25%	3.6%	-36	667	8%	0%	4%	-2.5%
CCC(=O)N1CCc2cc(S(=O)(=O)NCCC(=O)Nc3ccc(OC)cc3)ccc21	20%	i	0.6	8%	-0.1%	-3	695	-13%	-10%	3%	x
CN(C)C(CNC(=O)c1ccc(S(=O)(=O)NCc2ccco2)cc1)c1ccccc1 (configuration not stated)	1%	i	0.4	10%	6.6%	-6	639	-3%	4%	-5%	-2.7%
Cc1c(NC(=O)C2C3C=CC(C3)C2C(=O)O)c(=O)n(-c2ccccc2)n1C (configuration not stated)	7%	x	x	6%	1.4%	-8	800	-3%	-10%	4%	-3.4%
CCOC(=O)N1CCN(CC(=O)Nc2cc(OCC)ccc2OCC)CC1	6%	i	0.0	37%	0.0%	16	714	1%	-7%	5%	-4.0%
Cc1ccc(S(=O)(=O)N(CC(=O)N/N=C/c2cccc3c2OCCO3)c2ccccc2F)cc1	7%	i	0.0	17%	2.5%	-3	761	-4%	0%	0%	-6.8%
CCOc1ccc(-n2ccnc2SCC(=O)Nc2nnc(C)s2)cc1	10%	i	0.8	-13%	0.2%	x	x	-1%	-12%	0%	-1.6%
Cc1ccc(S(=O)(=O)NCCc2c[nH]c3ccccc23)cc1	15%	i	0.6	11%	1.1%	5	779	-4%	-7%	7%	x
CCc1nc2cc3sc(CC)nc3cc2s1	-26%	i	0.3	2%	-2.0%	1	705	2%	0%	4%	-1.8%
COc1ccccc1C1SCCN1S(=O)(=O)c1cccc(C(F)(F)F)c1 (configuration not stated)	-26%	i	12	-3%	-0.9%	-21	777	-5%	-1%	0%	x
Cc1cccc(C(=O)N2CCc3ccccc3C2)c1[N+](=O)[O-]	6%	i	0.0	15%	1.8%	-7	691	-8%	4%	2%	-0.9%
COc1ccc(C2=NN(Cc3c(F)cccc3Cl)C(=O)CC2)cc1	3%	i	0.5	-7%	2.0%	3	707	-7%	3%	2%	-7.7%
CSc1ccccc1NC(=O)c1cc2ncc(Br)cn2n1	-59%	i	0.7	31%	-0.8%	15	680	-5%	-6%	8%	-3.5%
Cc1ccc(N2CC(C(=O)N3CCC(C(=O)Nc4ccc(Br)cc4)CC3)CC2=O)cc1 (configuration not stated)	8%	i	1.7	8%	1.6%	6	843	1%	-2%	3%	x
Nn1c(Nc2ccccc2)nc2sc3c(c2c1=O)CCCC3	-8%	i	0.4	4%	-2.9%	-18	671	7%	-6%	-3%	-2.5%
CC(C)COC(=O)c1cc(-c2ccc(/C=N/n3cnnc3)o2)ccc1Cl	-12%	i	1.7	3%	2.1%	-2	677	-6%	-2%	0%	0.5%
O=C(Nc1ccccc1F)C1CCN(C(=O)NCc2ccccc2)CC1	-9%	i	0.5	0%	-0.2%	0	731	-1%	-10%	4%	x
CCN(C(=O)COC(=O)CSc1ccc(C)c(C)c1)C1CCS(=O)(=O)C1 (configuration not stated)	6%	i	1.2	3%	-1.8%	-30	728	-3%	-7%	-2%	x

The last 4 compounds of the section before come first, to join the parts:
SMILES	HEK293 NOD2/NF-kB	Myeloid diff MLP	Myeloid diff MLP GFP+ MAC1+ %	AID2073	HIV fusion peptide	Hep lipid drop	Hep lipid drop cells 6.5 µM	NS5 inhibitors	LYP phosphatase	Siah-1 displacement	XIAP antagonists	others
Nn1c(Nc2ccccc2)nc2sc3c(c2c1=O)CCCC3	-8%	i	0.4	4%	-2.9%	-18	671	7%	-6%	-3%	-2.5%
CC(C)COC(=O)c1cc(-c2ccc(/C=N/n3cnnc3)o2)ccc1Cl	-12%	i	1.7	3%	2.1%	-2	677	-6%	-2%	0%	0.5%
O=C(Nc1ccccc1F)C1CCN(C(=O)NCc2ccccc2)CC1	-9%	i	0.5	0%	-0.2%	0	731	-1%	-10%	4%	x
CCN(C(=O)COC(=O)CSc1ccc(C)c(C)c1)C1CCS(=O)(=O)C1 (configuration not stated)	6%	i	1.2	3%	-1.8%	-30	728	-3%	-7%	-2%	x
Cc1ccc(C(=O)N2CCC(n3nccc3NC(=O)Nc3cccc(F)c3)CC2)cn1	4%	i	5.9	2%	2.2%	-11	710	-22%	-10%	3%	x
O=C(c1ccco1)N1CCN(C(=O)N2CCCCC2)CC1	11%	i	0.4	u	0.9%	0	689	8%	-9%	4%	-5.9%
Cc1nn(-c2ccccc2)c2c1C(c1ccc(Cl)cc1)N(c1ccccc1)C(=O)N2 (configuration not stated)	21%	i	0.5	-1%	-1.0%	-6	655	-1%	0%	0%	1.1%
COc1ccc(NC(=O)CCCN2C(=O)C(c3ccccc3)Oc3cccnc32)c(OC)c1 (configuration not stated)	15%	i	2.2	6%	-0.4%	0	734	-2%	-7%	2%	x
COc1ccc([N+](=O)[O-])cc1N(CC(=O)N1CCN(Cc2ccccc2)CC1)S(C)(=O)=O	11%	i	0.2	6%	1.1%	-7	773	-6%	-1%	4%	x	NS5 inhibitors pilot replicate=0.6
C/C(CC(=O)NC1CCCC1)=N\NC(=O)Cc1csc(N)n1	10%	i	0.3	-8%	1.8%	0	643	-3%	3%	23%	1.8%
Cc1ccc(C(=O)NC(N(C)C)C(Cl)(Cl)Cl)cc1 (configuration not stated)	1%	i	0.4	2%	-0.2%	-11	653	1%	1%	0%	-6.1%
Cc1ccc(Sc2nc([N+](=O)[O-])nn2C)cc1	9%	i	0.2	28%	-1.5%	14	623	-1%	-9%	1%	-3.3%
COc1ccc(/C=C2\CCC/C(=C\c3ccc(OC)c(OC)c3OC)C2=O)c(OC)c1OC	-10%	i	0.3	9%	0.2%	-25	776	-5%	-1%	3%	x
CC(=O)Nc1cccc(-c2nnc3c4ccccc4c(C)nn23)c1	-2%	x	x	4%	0.5%	-60	552	x	-8%	10%	-3.7%
O=S1(=O)c2ccccc2N=NN1Cc1cc(Cl)cc(Cl)c1	-2%	x	x	-5%	15%	1	791	x	-6%	-2%	-7.1%
CCc1nc(SCC(=O)Nc2ccccc2C)n[nH]1	11%	i	0.0	9%	0.2%	-1	809	3%	-7%	5%	x
c1ccc(-c2nc3ccccn3c2NCc2ccc3c(c2)OCO3)cc1	2%	i	0.4	23%	-0.8%	x	x	-10%	-11%	-1%	-2.6%
O=C(COC(=O)c1ccc[n+]([O-])c1)Nc1c(Br)cc([N+](=O)[O-])cc1Br	6%	x	x	14%	2.7%	5	657	x	5%	-2%	-4.5%
